Myeloid diff MLP: induction of myeloid progenitor differentiation, primary screen, cell-based, flow cytometry, MLPCN library | AID 624256, 2012 | 360,000 compounds, 1% hits | ER-HoxA9 myeloid progenitors, lysozyme-GFP differentiation | calls only at 10 µM;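 active = normalized GFP-positive differentiation at or above the plate's own cutoff, the solvent-only control mean plus 3 SD; inconclusive = no clear call, values can overlap the other calls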;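 also: cells exposed to compound for four days before flow analysis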
Myeloid diff MLP GFP+ MAC1+ %: also measured in Myeloid diff MLP; calls as there; GFP+ MAC1+ double positive, %; measured here: differentiation confirmed by MAC1 staining
Numbers without * were called inactive; i = inactive; ? = inconclusive; · = not tested or not shown.

SMILES	Myeloid diff MLP	Myeloid diff MLP GFP+ MAC1+ %
CC(C)(O)C#Cc1ccc(CNC[C@H]2O[C@@H](n3cnc4c(=O)[nH]c(N)nc43)[C@H](O)[C@@H]2O)s1	i	0.8
CC1(C(=O)NCC2CCCCC2)CCN1C(=O)Cc1ccc(-c2ccccc2)cc1 (stereo unspecified)	i	0.7
CC(C)C[C@@H]1Cc2[nH][nH]c(=O)c2[C@H](C(C)C)O1	i	1.7
Cc1ccc(CNC(=O)C2(C)CCN2C(=O)Cc2ccc(-c3ccccc3)cc2)cc1 (stereo unspecified)	i	0.9
O=C(Nc1ccn(C2CCC(CO)O2)c(=O)n1)c1ccccc1 (stereo unspecified)	i	1.2
O=C(NCc1ccccc1)C(c1ccco1)N1CCN(C(=O)C2CCCO2)CC1 (stereo unspecified)	i	0.9
Fc1ccccc1N1CCN(C(c2ccnc3ccccc23)c2nnnn2-c2ccc3c(c2)OCCO3)CC1 (stereo unspecified)	i	0.7
CCOC(=O)C1(C)CCN1C(=O)c1ccco1 (stereo unspecified)	i	1.7
OC(c1cc(Cl)cc(Cl)c1)c1ncc(-c2cccc(F)c2)[nH]1 (stereo unspecified)	i	0.8
CCNC(=O)C1CCCN(C(=O)c2cc(F)ccc2C)CC1 (stereo unspecified)	i	0.2
COc1ccc(NC(=O)C2Cc3c(-c4cccc(F)c4)ccnc3O2)cc1OC (stereo unspecified)	i	1.1
O=C(Nc1ccc2c(c1)OCCO2)C(c1cc2ccccc2o1)N1CCC(Cc2ccccc2)CC1 (stereo unspecified)	i	1.4
O=C(NCc1ccccc1Cl)c1csc(COCCO)n1	i	1.0
Cc1c(C(=O)N2CCCCCC2(C)C(=O)NCC(C)C)oc2ccccc12 (stereo unspecified)	i	1.4
CCNC(=O)C1CCCN(Cc2ccc(C(=O)OCC)cc2)CC1 (stereo unspecified)	i	1.1
COc1ccc(CNC(=O)c2sc(=O)n(Cc3ccc(C)cc3)c2C)cc1	i	0.0
CC(C)CC(N)c1csc(NC(=O)Nc2ccccc2Cc2ccccc2)n1 (stereo unspecified)	i	1.0
CC1=C(C(=O)N2CCCCCC2)CC(CC(=O)NC2CC2)C(=O)N1Cc1ccccc1 (stereo unspecified)	i	1.0
COc1ccccc1CNC(=O)C1(C)CCN1Cc1ccc2ccccc2c1 (stereo unspecified)	i	0.2
CCOC(=O)[C@]12CCCC=C1N(Cc1ccc3c(c1)OCO3)C(=O)[C@H](CC(=O)NCC13CC4CC(CC(C4)C1)C3)C2	i	0.5
Cc1cc(N2CCN(C(C(=O)NC3CCCC3)c3ccc(F)cc3)CC2)c2ccccc2n1 (stereo unspecified)	i	0.9
O=C1NC[C@H](CCCCN2C[C@H](Cc3ccccc3)N(Cc3ccccc3)C(=O)C2=O)N(CC2CCCCC2)C1=O	i	1.1
CCOC(=O)N1CCN(C(=O)C[C@@H]2C[C@@]3(C(=O)OC)CC(C)(C)CC=C3N(Cc3ccco3)C2=O)CC1	i	1.2
CC1(C(=O)NCc2cccs2)CCN1C(=O)Cc1cccc2ccccc12 (stereo unspecified)	i	0.9
CCNC(=O)C1(C)CCN1C(=O)CCc1cccc(Cl)c1 (stereo unspecified)	i	1.7
CCCCN(CCCC)Cc1cc(=O)oc2cc(OC)ccc12	i	0.4
O=C(Nc1ccc2c(c1)OCO2)c1cc(C2CCCCN2C(=O)CCc2ccccc2)on1 (stereo unspecified)	i	0.7
O=S(=O)(NN=Cc1cccc(Cl)c1)c1ccccc1	i	0.8
COc1ccc(CCNC(=O)c2ccc(Br)o2)cc1Br	i	0.6
O=C(NC1CCCCC1)C(c1ccccc1F)n1c(=O)c(-c2cc3ccccc3[nH]2)nc2ccccc21 (stereo unspecified)	i	5.7
Cc1cccc(C)c1NC(=O)C(CCc1ccccc1)n1c(=O)c(-c2cc3ccccc3[nH]2)nc2ccccc21 (stereo unspecified)	i	4.3
COc1ccc(C(=O)N2CCCCC2c2cc(C(=O)NCc3ccccc3)no2)cc1 (stereo unspecified)	i	1.4
CC1(C(=O)Nc2ccc3c(c2)OCO3)CCN1Cc1cccc2c1OCO2 (stereo unspecified)	i	1.3
Cc1cccc(/C=C/c2ccccc2)n1	i	1.4
Cc1ccc(CNc2nc3cc(-c4ccccc4)sc3c(=O)n2C)c(C)c1	i	0.9
O=C1NC[C@H](CCCCN2C[C@H](Cc3ccccc3)N(CCC3CCCCC3)C(=O)C2=O)N(CCc2ccc(O)cc2)C1=O	i	0.8
CC(=O)Nc1ccc(CNc2nc3cc(-c4cccc(C(F)(F)F)c4)sc3c(=O)n2C)cc1	?	·
CCCCNC(=O)C1(C)CCN1C(=O)c1ccc2sccc2c1 (stereo unspecified)	i	0.6
CC(=O)Nc1ccc(-c2ccnc3c2CC(C)(C(=O)NCc2ccc(N(C)C)cc2)O3)cc1 (stereo unspecified)	i	1.6
CC(C)NC(=O)C1(C)CN(S(C)(=O)=O)CC(=O)N1CCOc1ccccc1 (stereo unspecified)	i	1.9
COc1cc(-c2cc(=O)c3ccc(O)cc3o2)cc(OC)c1OC	i	2.5
Cc1cccc2sc(=S)[nH]c12	i	1.4
OC(c1ccc(F)cc1)c1ncc(-c2ccccc2Cl)[nH]1 (stereo unspecified)	i	0.3
C=C1C[C@@H]2C[C@@H]2CN(S(=O)(=O)c2ccc(C)cc2)[C@@H]1c1ccco1	i	2.4
CCCCc1ccc(S(=O)(=O)NC(=O)C2(C)CCN2C(=O)c2cccc(F)c2)cc1 (stereo unspecified)	i	0.6
Cc1cc(C(=O)N2CCCC2(C)C(=O)NCC(C)C)nn1C(C)(C)C (stereo unspecified)	i	1.3
O=C(Nc1ccc2c(c1)OCO2)C1Cc2c(-c3ccccc3Oc3ccccc3)ccnc2O1 (stereo unspecified)	i	0.8
CCCCC[C@H](C)N1C[C@H](COCc2ccccc2)Oc2cc(N3CC[C@@H](O)C3)ccc2S1(=O)=O	i	0.5
CC1(C(=O)NS(=O)(=O)c2ccccc2)CCN1C(=O)Cc1ccccc1 (stereo unspecified)	i	0.8
COc1ccccc1Cc1c(-c2ccc(C#N)cc2)nc2ccc(C)cn12	i	0.3
Cc1ccc(S(=O)(=O)N2C[C@H]3[C@H]4C(=O)N(Cc5ccccc5)C(=O)[C@H]4CC(=O)[C@H]3[C@@H]2c2ccccc2)cc1	i	0.9
COC(=O)[C@@]1(Cc2ccc(F)cc2)[C@H]2c3cc(C(=O)N(C)C)n(CCCNc4ncc(C(F)(F)F)cc4Cl)c3C[C@H]2CN1C(=O)c1ccccc1	i	1.1
Cc1ccc(OCCNC(=O)[C@H]2O[C@@H](n3ccc(=O)[nH]c3=O)[C@H](O)[C@@H]2O)cc1C	i	0.4
O=C(c1cc(C2CCCCN2S(=O)(=O)Cc2ccccc2)on1)N1CCOCC1 (stereo unspecified)	i	1.8
CC(C)c1cn(CC[C@@H]2CC[C@H](NS(=O)(=O)c3ccc(F)cc3)[C@@H](CO)O2)nn1	i	2.6
CC1(Cc2ccccc2C#N)C(=O)Nc2ccc(-c3ccc4[nH]ccc4c3)cc21 (stereo unspecified)	?	·
COCCNC(=O)C1Cc2c(-c3cccc(NC(C)=O)c3)ccnc2O1 (stereo unspecified)	i	0.0
COCCCN1C(=O)C(CC(=O)NC2CCCC2)CC(C(=O)N(C(C)C)C(C)C)=C1C (stereo unspecified)	i	0.8
CCOC(=O)[C@]12CCC=C1N(Cc1ccccc1)C(=O)[C@H](CC(=O)NCC13CC4CC(CC(C4)C1)C3)C2	i	1.3
OCCN1CCN(c2ncnc3c2ncn3[C@H]2CN(Cc3ccc(F)cc3)C[C@@H](CO)O2)CC1	i	0.9

Whole records as entered above:
Entry for `COc1ccccc1CNC(=O)C1(C)CCN1Cc1ccc2ccccc2c1` (stereo unspecified) → Myeloid diff MLP: i; Myeloid diff MLP GFP+ MAC1+ %: 0.2
Entry for `CC(C)(O)C#Cc1ccc(CNC[C@H]2O[C@@H](n3cnc4c(=O)[nH]c(N)nc43)[C@H](O)[C@@H]2O)s1` → Myeloid diff MLP: i; Myeloid diff MLP GFP+ MAC1+ %: 0.8
Entry for `Cc1cc(N2CCN(C(C(=O)NC3CCCC3)c3ccc(F)cc3)CC2)c2ccccc2n1` (stereo unspecified) → Myeloid diff MLP: i; Myeloid diff MLP GFP+ MAC1+ %: 0.9

Four entries out of the list above, sorted by the number in Myeloid diff MLP GFP+ MAC1+ %, low to high:
structure,Myeloid diff MLP GFP+ MAC1+ %
COCCCN1C(=O)C(CC(=O)NC2CCCC2)CC(C(=O)N(C(C)C)C(C)C)=C1C (stereo unspecified),0.8
Cc1cc(C(=O)N2CCCC2(C)C(=O)NCC(C)C)nn1C(C)(C)C (stereo unspecified),1.3
C=C1C[C@@H]2C[C@@H]2CN(S(=O)(=O)c2ccc(C)cc2)[C@@H]1c1ccco1,2.4
COc1cc(-c2cc(=O)c3ccc(O)cc3o2)cc(OC)c1OC,2.5

Compounds from the list above with a cyano group:
SMILES	Myeloid diff MLP	Myeloid diff MLP GFP+ MAC1+ %
COc1ccccc1Cc1c(-c2ccc(C#N)cc2)nc2ccc(C)cn12	i	0.3
CC1(Cc2ccccc2C#N)C(=O)Nc2ccc(-c3ccc4[nH]ccc4c3)cc21 (stereo unspecified)	?	·

The results go on:
SMILES	Myeloid diff MLP	Myeloid diff MLP GFP+ MAC1+ %
CCCS(=O)(=O)NC(=O)C1(C)CCCN(C(=O)c2c(F)ccc(C)c2F)C1 (stereo unspecified)	i	0.5
O=c1[nH]c(=S)[nH]c2c1C(c1ccc(F)cc1)OC(CCOCc1ccccc1)C2 (stereo unspecified)	i	0.7
Cc1c(C(=O)Nc2cccc(Oc3ccccc3)c2)sc(=O)n1Cc1ccc(F)cc1	i	6.4
COc1ccc(C(NC(=O)C2CCN(Cc3ccc(Oc4ccccc4)cc3)CC2)c2ccccn2)cc1 (stereo unspecified)	i	1.2
CC(C)NC(=O)C1(C)CCN1Cc1ccc(-c2ccccc2)cc1 (stereo unspecified)	i	0.9
CN(C(=O)C1Cc2c(-c3ccccc3Oc3ccccc3)ccnc2O1)c1ccccc1 (stereo unspecified)	i	1.1
CCNC(=O)C1(C)CCCN(Cc2noc(-c3c(C)noc3C)n2)C1 (stereo unspecified)	i	1.4
CCOC(=O)[C@]12CCC=C1N(Cc1ccccc1)C(=O)[C@H](CC(=O)NCCC(C)C)C2	i	0.8
CCNC(=O)C1(C)CCN(Cc2ccc(C(=O)OCC)o2)C1 (stereo unspecified)	i	1.4
CC(=O)Nc1cnc(-c2cccc(C(=O)N3CCOCC3)c2)cn1	i	2.0
Nc1[nH]c(C(=O)c2ccccc2)c(-c2ccncc2)c1C(=O)NCc1cccc2ccccc12	i	1.6
OC[C@@H]1CN(CCc2ccccc2)C[C@H](n2cnc3c(NCc4ccc(F)cc4)ncnc32)O1	i	1.4
CCCCC[C@H](C)N1C[C@H](COCc2ccccc2)Oc2cc(N3CC[C@H](N(C)C)C3)ccc2S1(=O)=O	i	0.6
CC(=O)NC(c1ccccc1)c1nc(-c2ccc(S(C)(=O)=O)cc2)cs1 (stereo unspecified)	i	1.4
CC(C)[C@H](NS(=O)(=O)c1ccccc1)C(=O)Nc1nccs1	i	1.0
O=C(NCCc1c[nH]c2ccccc12)c1[nH]c(C(F)(F)F)nc1-c1ccccc1	i	0.6
COc1ccc(CCNC(=O)Nc2nc(CN)cs2)cc1OC	i	1.7
COc1cc(OC)cc(C2=Cc3ccccc3C(CC(=O)c3ccco3)N2c2ccc(-c3cncnc3)cc2)c1 (stereo unspecified)	i	2.1
CC(C)CCC[C@](C)(O)c1ccc(C(=O)O)cc1O	i	0.6
Cc1cccnc1C(c1ccc(F)cc1)N(C)C(=O)C1CCN(CCCOc2ccc(F)cc2)CC1 (stereo unspecified)	i	0.6
CCOc1ccc(Cl)cc1-c1cc(C(=O)NCc2cccs2)[nH]n1	i	1.7
CCCOc1ccc(F)cc1-c1cc(C(=O)Nc2cc(OC)ccc2OC)[nH]n1	i	0.7
C[C@@H]1CNC(=O)c2c(C(=O)NC3CCN(C(=O)OC(C)(C)C)CC3)ncn21	i	0.4
COc1cc(F)ccc1-c1csc(C(NC(C)=O)c2ccccc2)n1 (stereo unspecified)	i	2.3
Cc1cccc(C)c1NC(=O)C1(C)CN(S(C)(=O)=O)CC(=O)N1Cc1ccco1 (stereo unspecified)	i	2.0
Cn1nc(C(C)(C)C)cc1N1C(=O)CCC1(C)C(=O)NCc1ccccc1 (stereo unspecified)	i	0.9
COc1ccc([C@@H]2CC(=O)[C@@H]3CN(S(=O)(=O)c4ccc(Cl)cc4)[C@H](c4ccc(C)cc4)C[C@@H]3N2S(=O)(=O)c2ccccc2)cc1	i	0.9
NC(COCc1ccccc1)c1csc(Nc2ccc(S(N)(=O)=O)cc2)n1 (stereo unspecified)	i	2.0
CC(=O)Nc1cccc(-c2ccnc3c2CC(C(=O)Nc2ccc(F)c(Cl)c2)O3)c1 (stereo unspecified)	i	0.4
Cc1ccc(C=C(C#N)C(=O)c2ccccc2)cc1	i	1.3
CCC(=O)N1CCCC(C)(C(=O)NS(=O)(=O)c2cccs2)C1 (stereo unspecified)	i	0.5
CCCCN(C=O)c1c(CC)nc2c(OCc3ccccc3C)cccn12	i	0.5
CC(C)C[C@H]1COc2cccc(N3CCN(Cc4ccccc4F)CC3)c2S(=O)(=O)N1	i	1.7
O=C(CC[C@H]1O[C@@H](n2ccc(=O)[nH]c2=O)[C@H](O)[C@@H]1O)N[C@H](Cc1ccccc1)C(=O)NCC1CCCCC1	i	0.5
O=[N+]([O-])c1nccn1C1C=CC(O)C(CO)O1 (stereo unspecified)	i	1.1
CC(=O)c1ccc(-c2cnc3c(NC=O)cc(-c4cccc(C(=O)N(C)C)c4)cn23)cc1	i	1.7
COc1cc(C(=O)N2CCC2(C)C(=O)NC(C)C)cc(OC)c1OC (stereo unspecified)	i	0.6
COCCNC(=O)C1(C)CCN(C(=O)c2ccc3c(c2)C(C)(C)CCC3(C)C)C1 (stereo unspecified)	i	1.3

Individual results from the entries so far.
Value for `C[C@@H]1CNC(=O)c2c(C(=O)NC3CCN(C(=O)OC(C)(C)C)CC3)ncn21` under Myeloid diff MLP GFP+ MAC1+ %: 0.4
Value for `Cc1ccc(C=C(C#N)C(=O)c2ccccc2)cc1` under Myeloid diff MLP GFP+ MAC1+ %: 1.3

The list is partial; the hit share may differ from the screen's.
